aSyn rescue: qHTS of alpha-syn Inhibitors; actives 0.14% (n = 370,000); Potency, µM (titrated, usually from 46.1 µM), inactives show at the highest dose growth rescue (activation), most hits filed as activators; AID 652106, 2013; Yeast expressing alpha-synuclein, growth rescue, BacTiter-Glo, 24 h; note: % of control where 0% means no effect; nearly all actives have a fitted effect of over 65% in size
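Readout is rescue of growth in alpha-synuclein-expressing yeast, so inhibitors of toxicity appear as activators. Growth after 24 hr at 30 deg C in galactose medium is quantified by luminescence.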
EPAC1 ag: qHTS for Agonist of cAMP-regulated guanine nucleotide exchange factor 3 (EPAC1): primary screen. actives 0.073% (n = 360,000). Rap guanine nucleotide exchange factor 3 (Homo sapiens), O95398. Potency, µM (doses to about 154 µM), for inactives: top-dose activation, usual class: activators. EPAC1 agonist qHTS, biochemical assay; response scale: 100% = response to 6.5 mM cAMP; note: nearly all actives have a fitted effect of over 60% in size
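Normalized to 6.5 mM cAMP, activity reflects EPAC1-catalysed release of BODIPY-GDP from Rap1B, followed kinetically over 30 min at 480 nm excitation, 540 nm emission. Reaction contained 100 nM EPAC1, 250 nM Rap1B-BODIPY-GDP, 50 uM GDP.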
PTHR1 agonist: qHTS for PTHR1 Agonists: Primary Screen; HEK293 GP2 PTHR1 cells, GloSensor cAMP luminescence, 1 h; Potency, µM (top dose mostly 115 µM), for the others: at the highest dose activation, actives largely listed as activators; actives 0.075% (n = 410,000); note: nearly all actives have a fitted effect of over 55% in size; some results filed as inactive show a strong effect at the top dose; inactives centre near -15; many of its hits are not listed in these tables
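HEK-293-derived GP2 cells expressing PTHR1 and a GloSensor cAMP reporter, 3,000/well, plated overnight, given luciferin plus IBMX (each 0.5 mM as added) for 1 h at 37 °C, then compound for 1 h at 37 °C. Luminescence was read after 15 min at room temperature.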
EPAC2 agonist: qHTS for Agonist of cAMP-regulated guanine nucleotide exchange factor 4 (EPAC2): primary screen; actives 0.079% (n = 360,000); Rap guanine nucleotide exchange factor 4 (Homo sapiens), Q8WZA2; EPAC2 activation, biochemical qHTS; response scale: 100% = 6.5 mM cAMP response; Potency, µM (titrated, usually from 154 µM), for the others: at the top dose activation, hits mostly activators; note: nearly all actives have a fitted effect of over 50% in size
Target sequence (Q8WZA2 whole entry, looked up): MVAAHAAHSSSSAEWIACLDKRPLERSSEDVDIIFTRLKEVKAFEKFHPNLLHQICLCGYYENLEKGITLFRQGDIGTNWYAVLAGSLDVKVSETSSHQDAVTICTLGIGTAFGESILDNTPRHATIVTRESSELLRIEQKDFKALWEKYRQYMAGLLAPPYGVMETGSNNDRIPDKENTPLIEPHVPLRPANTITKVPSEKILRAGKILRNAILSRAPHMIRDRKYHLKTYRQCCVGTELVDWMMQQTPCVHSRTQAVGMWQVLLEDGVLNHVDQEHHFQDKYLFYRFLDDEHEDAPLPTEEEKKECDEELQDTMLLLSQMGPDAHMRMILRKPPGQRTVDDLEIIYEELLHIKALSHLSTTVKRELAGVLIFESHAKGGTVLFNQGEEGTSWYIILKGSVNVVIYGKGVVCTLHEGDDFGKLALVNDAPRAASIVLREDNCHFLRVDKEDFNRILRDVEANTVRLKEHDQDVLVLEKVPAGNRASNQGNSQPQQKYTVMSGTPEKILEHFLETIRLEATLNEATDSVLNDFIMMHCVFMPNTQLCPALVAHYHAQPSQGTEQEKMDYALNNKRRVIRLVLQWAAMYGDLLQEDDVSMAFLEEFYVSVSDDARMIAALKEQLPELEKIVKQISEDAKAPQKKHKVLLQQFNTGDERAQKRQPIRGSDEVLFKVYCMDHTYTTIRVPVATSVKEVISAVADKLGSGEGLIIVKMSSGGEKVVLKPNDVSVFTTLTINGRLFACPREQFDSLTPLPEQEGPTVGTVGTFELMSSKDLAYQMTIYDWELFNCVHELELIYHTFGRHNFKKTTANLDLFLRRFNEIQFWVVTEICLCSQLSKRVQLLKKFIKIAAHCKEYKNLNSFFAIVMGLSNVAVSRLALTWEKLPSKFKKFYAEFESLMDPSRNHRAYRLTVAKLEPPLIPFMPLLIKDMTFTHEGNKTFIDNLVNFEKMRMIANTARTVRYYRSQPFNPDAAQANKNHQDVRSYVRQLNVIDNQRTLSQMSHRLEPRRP
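Compounds were added across a concentration range to EPAC2 (100 nM), RAP1B-BODIPY-GDP (250 nM) and GDP (50 uM). After 5 min at room temperature, fluorescence was recorded at 5-min intervals for 30 min.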
EPAC1 antagonist: qHTS for Antagonist of cAMP-regulated guanine nucleotide exchange factor 3 (EPAC1): primary screen. Potency, µM (titrated, usually from 115 µM), without a hit: at the highest dose activity change, negative = inhibition, hits mostly inhibitors. EPAC1 GEF assay, Rap1b-BODIPY-GDP exchange fluorescence. Rap guanine nucleotide exchange factor 3 (Homo sapiens), O95398. actives 0.14% (n = 360,000). AID 720709, 2013;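 note: plate controls were vehicle for no effect and positive control for full effect; nearly all actives have a fitted effect of over 50% in size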
FUS yeast rescue: qHTS for Suppressors of FUS Proteinopathy: Primary screen using FUS-linked yeast assay. S. cerevisiae FUS-expressing, growth rescue, OD600, 24 h. Potency, µM (highest dose often 76.6 µM), for inactives: at the top dose growth rescue (activation), hits mostly activators. actives 0.24% (n = 390,000). AID 1347120, 2019;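 note: plate controls were DMSO vehicle for no effect and reference control for full effect; nearly all actives have a fitted effect of over 55% in size; some results filed as inactive show a strong effect at the top dose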
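Restored growth of FUS-toxic S. cerevisiae, read as 600 nm absorbance after 24 h at 30C in galactose medium (starting OD 0.005). Controls CP55940 and DMSO.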
EPAC2 antag: qHTS for Antagonist of cAMP-regulated guanine nucleotide exchange factor 2 (EPAC2): primary screen. Rap guanine nucleotide exchange factor 4 (Homo sapiens), Q8WZA2. actives 0.18% (n = 360,000). AID 720708, 2013. EPAC2 GEF exchange of Rap1B-BODIPY-GDP, fluorescence. Potency, µM (top dose mostly 114 µM), for inactives: top-dose activity, negative = inhibition, most hits filed as inhibitors; note: % is set by controls: 0 for no effect and ±100 for the full control effect; nearly all actives have a fitted effect of over 45% in size; many of its hits are not listed in these tables
TDP43 rescue: qHTS of TDP-43 Inhibitors; TDP-43 expressing yeast growth rescue, BacTiter-Glo, 24 h; Potency, µM (highest dose often 46.1 µM), without a hit: at the top dose growth rescue (activation), usual class: activators; actives 1.8% (n = 410,000); AID 652104, 2013; note: % of control where 0% means no effect; nearly all actives have a fitted effect of over 50% in size
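In this qHTS, compounds that restore growth of yeast expressing TDP-43 appear as activators. Cells (OD600=0.02, galactose medium, raffinose-pregrown) are incubated with compound 24 hr at 30 deg C and growth is quantified by BacTiter-Glo.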
* marks the source's active call; other numbers are inactive results; i = inactive; ? = inconclusive; . = not tested or not shown; & = joins results of further samples; [ ] = another dose, or the depositor's remark. Calls come from the whole dose curve; as a rule, active = well fitted curve in the direction sought with a large enough effect; inconclusive = small, poorly fitted or top-dose-only effect, or another doubt; inactive = no such curve, though single readings can be large; an effect the other way counts as inactive or inconclusive. Potency is the fitted concentration of half-maximal effect. Not all compounds are listed (hit frequency here may not be typical).

Second line of a record – aSyn rescue	EPAC1 ag	PTHR1 agonist	EPAC2 agonist	EPAC1 antagonist	FUS yeast rescue	EPAC2 antag	TDP43 rescue
O=C(Nc1ccc(Cl)cc1)N(Cc1nnc2n1CCCCC2)c1ccccc1
    -9%	2%	?	4%	-10%	8%	-5%	-12%
CCOC(=O)C1CCN(S(=O)(=O)c2ccc(-c3ccc(=O)[nH]n3)o2)CC1
    1%	-4%	-11%	6%	-11%	39%	20%	-17%
CCN1CCN(Cc2ccc(OC)c(OCc3ccccc3)c2)CC1
    -24%	0%	4%[57.5 µM]	-4%	10%	22%	13%	-28%
CC(Sc1nnc(CNC(=O)c2ccccc2F)n1C)C(=O)Nc1nccs1 (stereo not drawn)
    -2%	2%	-10%	8%	-11%	41%	7%	0%
Cc1cc([N+](=O)[O-])nn1CC(=O)N/N=C/c1ccccc1O
    14%	1%	-22%	10%	11%	-6%	0%	8%
CC1=NN(C(=O)Cc2ccc([N+](=O)[O-])cc2)C(O)(c2ccccc2)C1 (stereo not drawn)
    0%	1%	-1%[57.5 µM]	-29%	7%	12%	9%	-10%
COc1ccc(C(=O)NCC(=O)N/N=C(C)\C=C\c2ccccc2)cc1OC
    3%	2%	i	1%	1%	-30%	5%	7%
Nn1cc(-c2ccccc2)nc1SCC(=O)NCC1CCCO1 (stereo not drawn)
    1%	2%	i	-2%	-6%	-7%	10%	12%
COc1ccc(N2CCN(C(=O)c3cccs3)CC2)cc1
    11%	-3%	-9%	15%	-12%	-4%	-4%	27%
CC(Cc1cccs1)NC(=S)Nc1ccc(Cl)c(Cl)c1 (stereo not drawn)
    0%	1%	-27%	12%	-21%	11%	-12%	-17%[0.397 µM]
C/C(=N\Nc1cccc(Cl)c1)C1(C)N(O)C(C)(C)C(c2ccco2)=[N+]1[O-] (stereo not drawn)
    4%	-1%	i	5%	-16%	15%	-7%	18%
C=CCOc1c(Br)cc(CNc2ccc(NC(=O)C(C)C)cc2)cc1OCC
    8%	2%	i	-11%	-10%	.	-14%	27%
O=C(CCl)c1ccc(Cc2ncc(C(F)(F)F)cc2Cl)s1
    -2%	-3%	i	9%	-15%	21%	-1%	-3%
O=C(NCCc1ccc(F)cc1)c1cc(=O)c2ccccc2o1
    14%	0%	-11%	8%	-9%	27%	-3%	22µM*
O=C(OCc1ccccc1)N1CCC2CC1c1cc(N3CCCCC3)ccc12 (stereo not drawn)
    -9%	-2%	-30%	18%	-10%	7%	7%	4%
CN(C)S(=O)(=O)N1CCN(C(=O)c2cccs2)CC1
    1%	1%	i	8%	20%	8%	14%	-22%
CC1CN(C(C)C(=O)NC(c2ccccc2)c2ccccc2)CC(C)O1 (stereo not drawn)
    -19%	3%	i	2%	-27%	3%	-17%	-9%
Cc1ccc2c(c1)C(c1ccc(F)cc1)N(C(=O)c1cc3ccccc3oc1=O)CC(=O)N2 (stereo not drawn)
    6%	-12%	i	9%	3%	44%	-1%	19%
COc1cc(CO)ccc1OCC(=O)Nc1ccc(Br)cc1
    1%	-1%	-1%	5%	-17%	-2%	-13%	-10%
CC1CCN(C(=O)COc2ccc(Nc3ccccc3)cc2)CC1
    -3%	-2%	-18%	6%	-7%	28%	-1%	?
Cc1ccc2c(c1)COc1c3ccc(C(=O)NCCO)cc3nn1-2
    6%	-8%	-36%[inhibitor]	-1%	-6%	-21%	7%	10%
Cc1cccc(C(=O)Nc2c(C(=O)N3CCN(c4ccc(F)cc4)CC3)oc3ccccc23)c1
    -2%	.	i	.	.	33%	.	?
COc1cccc(N=c2oc3ccccc3cc2-c2nc3ccccc3[nH]2)c1
    -28%	0%	-6%	2%	9%	-20%	20%	-14%
Cc1ccc2cccc(OCc3ccccc3)c2n1
    -5%	12%	i	5%	-17%	6%	-13%	5%
CCCc1nc2ccccc2n1CC(O)COc1ccc(NC(C)=O)cc1 (stereo not drawn)
    1%	-3%	-4%	8%	7%	2%	13%	14%
CC(C)NC(=O)c1ccccc1NC(=O)C1CC(=O)N(C(C)C)C1 (stereo not drawn)
    2%	2%	23%	-1%	9%	-6%	9%	3%
CC(=O)NC1=NN(C(C)=O)C2(S1)C(=O)N(CC(C)C)c1ccc(C)cc12 (stereo not drawn)
    7%	8%	i	7%	-7%	20%	-5%	12%
Cc1cccc(CCNS(=O)(=O)c2ccc(S(=O)(=O)N3CCC(C)CC3)cc2)c1
    1%	-4%	-19%[57.5 µM]	2%	-8%	31%	0%	-7%
CC(=O)N1CCN(c2ccc(S(=O)(=O)N3CCOCC3)cc2[N+](=O)[O-])CC1
    10%	2%	-4%	8%	-16%	-14%	0%	-5%
COc1ccc(CC2(C)OC(c3ccc(Cl)cc3)=NN2C(C)=O)cc1 (stereo not drawn)
    -4%	-1%	-35%[inhibitor]	6%	-25%	38%	-21%	?

Rewritten tab-delimited: three of the compounds above
mol	aSyn rescue	EPAC1 ag	PTHR1 agonist	EPAC2 agonist	EPAC1 antagonist	FUS yeast rescue	EPAC2 antag	TDP43 rescue
Cc1ccc2c(c1)COc1c3ccc(C(=O)NCCO)cc3nn1-2	6%	-8%	-36%[inhibitor]	-1%	-6%	-21%	7%	10%
Cc1cccc(C(=O)Nc2c(C(=O)N3CCN(c4ccc(F)cc4)CC3)oc3ccccc23)c1	-2%	.	i	.	.	33%	.	?
COc1cccc(N=c2oc3ccccc3cc2-c2nc3ccccc3[nH]2)c1	-28%	0%	-6%	2%	9%	-20%	20%	-14%

Next results:
Second line of a record – aSyn rescue	EPAC1 ag	PTHR1 agonist	EPAC2 agonist	EPAC1 antagonist	FUS yeast rescue	EPAC2 antag	TDP43 rescue
CCCC(=O)Nc1c(C(=O)OCC)[nH]c2ccccc12
    7%	-25%	4%	6%	-20%	-31%	-7%	-20%
COc1ccc(CNC(=O)[C@@H]2CC=C[C@@H]3CCN(Cc4ccccc4)C(=O)[C@@H]32)cc1
    -1%	1%	i	9%	10%	-3%	-1%	12%
O=C(CNC(=O)c1ccco1)N/N=C/c1ccccc1[N+](=O)[O-]
    3%	1%	-13%	5%	2%	5%	2%	13%
CCCC(=O)Nc1nc2c(OC)ccc(OC)c2s1
    0%	-11%	i	7%	-22%	-12%	-1%	?
CC(NC(=O)c1ccc(Br)cc1)c1ccc2c(c1)CCCC2 (stereo not drawn)
    -26%	10%	-37%[inhibitor]	4%	-5%	-5%	-4%	3%
COc1cccc(-n2c(N)c(-c3nc4ccccc4[nH]3)sc2=S)c1
    16%	10%	i	8%	13%	26%	9%	-22%
COC(=O)Cc1c(C)c2ccc(O)c(CNCc3ccc(OC)c(OC)c3)c2oc1=O
    0%	5%	-5%	5%	-10%	21%	5%	-19%
Cc1ccc(OC2CCN(C(=O)[C@H]3O[C@@H](n4ccc(N)nc4=O)[C@H](O)[C@@H]3O)CC2)cc1
    -5%	-9%	-20%	9%	18%	-13%	2%	0%
CC(C)C(=O)Nc1nc(-c2ccccc2)ns1
    -15%	-2%	-84%[inhibitor][57.5 µM]	8%	-2%	16%	-10%	13µM*
CCCN(CCC)CC(C)(C)NS(=O)(=O)c1ccc(Cl)cc1
    -7%	4%	-12%	10%	14%	-7%	1%	-1%
CCN(CC)CCNC(=O)c1cc(Sc2nnc(C)s2)nc2ccccc12
    1%	4%	4%	-7%	6%	.	0%	18%
CC(=O)Nc1ccc(Oc2cnc3ccccc3n2)cc1
    4%	2%	i	-2%	-13%	26%	-6%[57.1 µM]	?
Cc1ccccc1NC(=O)C(C)OC(=O)C1CC(=O)N(Cc2ccco2)C1 (stereo not drawn)
    -1%	6%	16%	4%	14%	-14%	3%	-14%
Cc1cc(C)c2nc(N3CCCC(C(=O)NCCCN4CCOCC4)C3)sc2c1 (stereo not drawn)
    -2%	-2%	i	2%	-15%	-8%	-3%	4%
CCOC(=O)[C@H]1[C@H]2COc3ccccc3[C@@H]2N2C(=O)c3cc(OC)ccc3NC(=O)[C@@]12C
    10%	-3%	-22%	13%	-3%	23%	9%	1%
COc1ccc(/C=N/NC(=O)C(=O)N2CCCCCC2)cc1
    2%	-1%	-5%	12%	-4%	9%	7%	-12%
O=C(N/N=C/c1sc(=O)n(-c2ccccc2)c1Cl)c1ccncc1
    -2%	6%	i	13%	-11%	48%	20%	-12%
Nc1nonc1-n1nnc(C(=O)N/N=C/c2cc(Br)ccc2O)c1CSC1=NCCS1
    7%	0%	i	-1%	-3%	?	0%	?
CCCCN(C(=O)c1ccc2c(c1)OCO2)c1c(N)n(CC(C)C)c(=O)[nH]c1=O
    2%	-12%	-11%	0%	-6%	-6%	3%	19%
O=C(Cn1ncc2c3ccccc3n(Cc3ccc(Cl)cc3)c2c1=O)NCCCN1CCCC1=O
    3%	5%	i	5%	8%	16%	2%	10%
Cc1ccc(NC(=O)COc2nc(C)cs2)cc1
    0%	7%	-3%[57.5 µM]	9%	-6%	54%	-9%	0%
O=c1c2ccccc2c(=O)n(-c2ccccc2)n1-c1ccccc1
    1%	-4%	i	1%	-14%	-3%	2%	13%
CC(C)OCCCNC(=O)c1cn(C)c2ccc(S(=O)(=O)N(C)C3CCCCC3)cc2c1=O
    0%	-8%	i	4%	-6%	-10%&7%	-5%	5%&19%
O=C1c2ccccc2C(=O)c2c1cccc2-n1nnc2ccccc21
    2%	4%	i	7%	3%	-27%	-1%	-14%
CC(C)c1ccc(OCC(=O)Nc2ccc(S(=O)(=O)Nc3ccccn3)cc2)cc1
    2%	-13%	-35%[inhibitor]	-12%	1%	-2%	7%	22%
Cc1c(NC(=O)c2cccc(NC(=O)c3ccco3)c2)cccc1C(=O)O
    2%	5%	i	15%	-1%	7%	-1%	-13%
CCN(CC)CC#CCC(O)(c1ccccc1)C1CCCC1 (stereo not drawn)
    0%	5%	-6%	6%	-9%	-8%	-9%	-8%

Source: PubChem BioAssay (National Center for Advancing Translational Sciences (NCATS))
